# Neddylation inh – inhibitors of cullin neddylation, primary screen, biochemical, TR-FRET, uHTS, NAE and Ubc12; NEDD8-conjugating enzyme Ubc12 (Homo sapiens) + NEDD8-activating enzyme E1 regulatory …; AID 651699, 2012; 360,000 tested, 0.58% active; calls only at 25 µM; in the data active = inhibition above about 36%
# STEP block – STEP phosphatase inhibitors, primary screen, biochemical, fluorescence intensity, uHTS; recombinant STEP, OMFP fluorogenic substrate; inhibition, % at 20 µM; 360,000 tested, 0.25% active;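 active = inhibition at 20 µM, scaled per plate between control wells, above about 37%, limit read from the data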;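 also: 0% = DMSO with enzyme and substrate and 100% = substrate only without enzyme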
#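 System: isolated STEP enzyme; schedule: 20 min enzyme reaction at room temperature, protected from light; medium: Bis-Tris buffer pH 6.0, 2.5 mM DTT, 0.005% Tween 20; signal: fluorescence, 480/540 nm; dosing: single compound dose of 20 µM, 1% DMSO final; also added: OMFP substrate, 25 µM final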
# NadD inh – inhibitors of S. aureus NadD, primary screen, biochemical, colorimetric, uHTS; Nicotinate-nucleotide adenylyltransferase NadD (Staphylococcus aureus N315); purified NadD enzyme, colorimetric absorbance read-out; inhibition, % at 20 µM; 360,000 tested, 0.78% active; AID 602399, 2012; in the data active = inhibition above about 26%; also: some compounds past the cut are filed as inactive
# Rpn11 inh – Rpn11 (PSMD14) deubiquitinase inhibitors, primary screen, biochemical, fluorescence polarization, uHTS; human 26S proteasome, Ub4-pepOG fluorescence polarization; 20S core pre-blocked with epoxomicin; 26S proteasome non-ATPase regulatory subunit 14 (Homo sapiens), O00487; AID 588493, 2011; calls only at 20 µM; 360,000 tested, 0.59% active;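 active = inhibition at 20 µM, scaled to each plate's controls, above about 33%, limit read from the data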
# Target sequence (O00487 whole entry, looked up): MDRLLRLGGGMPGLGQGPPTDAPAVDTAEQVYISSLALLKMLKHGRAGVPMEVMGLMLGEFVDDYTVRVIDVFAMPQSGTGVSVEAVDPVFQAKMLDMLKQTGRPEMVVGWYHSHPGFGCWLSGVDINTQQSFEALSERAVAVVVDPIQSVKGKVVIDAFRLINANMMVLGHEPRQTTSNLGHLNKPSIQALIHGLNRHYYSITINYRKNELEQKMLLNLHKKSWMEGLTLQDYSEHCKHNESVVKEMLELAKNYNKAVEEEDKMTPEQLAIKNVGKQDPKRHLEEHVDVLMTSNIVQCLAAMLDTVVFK
# LMPTP block – LMPTP phosphatase inhibitors, primary screen, biochemical, fluorescence intensity, uHTS; Low molecular weight phosphotyrosine protein phosphatase (Homo sapiens), P24666; recombinant LMPTP-A, OMFP fluorogenic substrate; inhibition, % at 20 µM; 360,000 tested, 0.22% active; AID 651560, 2012;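 active = compounds that cut the enzyme signal by at least half of the control window in the single-dose screen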;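 also: plate controls were DMSO wells with enzyme plus substrate for no effect and substrate without enzyme for full effect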
# Target sequence (P24666 whole entry, looked up): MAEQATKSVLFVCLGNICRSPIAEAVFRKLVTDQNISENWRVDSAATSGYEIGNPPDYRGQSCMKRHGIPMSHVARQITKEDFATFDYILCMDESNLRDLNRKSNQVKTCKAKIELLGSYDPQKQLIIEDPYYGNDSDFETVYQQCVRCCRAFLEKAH
#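 Assay system: LMPTP-A enzyme. Input: 0.625 nM LMPTP-A final. Probe or stimulus: 400 µM OMFP. Compound dosing: single 20 µM dose. Schedule: 50 min dark incubation at room temperature. Detection: fluorescence intensity of OMFP turnover product. Read-out: percent inhibition versus substrate-only and uninhibited controls. Benchmarks: no-enzyme low control, uninhibited high control.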
# Scp1 inh – Scp-1 phosphatase inhibitors, primary screen, biochemical, colorimetric, uHTS; Carboxy-terminal domain RNA polymerase II polypeptide A small phosphatase 1 (Homo …; AID 493091, 2011; inhibition, % at 20 µM; 340,000 tested, 0.88% active; Recombinant Scp1, phosphopeptide, malachite green phosphate absorbance;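 active = inhibition above about 50% at 20 µM, limit read from the data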;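 also: plate controls were DMSO wells with enzyme for no effect and wells lacking enzyme for full effect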
# Target sequence (Q9GZU7 76-261 limits assumed): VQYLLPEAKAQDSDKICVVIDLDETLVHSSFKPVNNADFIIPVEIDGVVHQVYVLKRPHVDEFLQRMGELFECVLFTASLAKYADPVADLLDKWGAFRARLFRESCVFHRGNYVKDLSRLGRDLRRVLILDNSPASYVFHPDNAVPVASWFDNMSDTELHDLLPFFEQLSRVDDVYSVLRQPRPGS
#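 System: truncated SCP-1 phosphatase (76-261aa); medium: Tris acetate buffer pH 5.5 with MgCl2 and Tween-20; incubation: 45 min room-temperature reaction, 5 min colour, 30 min stabiliser; compound: single 20 µM dose, 1% DMSO; reagent: Phosphorylated 17-residue peptide substrate; read-out: % inhibition at 20 µM; technique: colorimetric free-phosphate detection, absorbance 630 nm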
# Rin1-Abl PPI inh – inhibitors of Rin1-Abl protein binding, primary screen, biochemical, TR-FRET; inhibition, % at 7.35 µM; 360,000 tested, 0.4% active; in the data active = inhibition above about 5%, passing the limit was not always enough
# CSN deneddyl inh – inhibitors of CSN-mediated cullin deneddylation, primary screen, biochemical, fluorescence polarization, uHTS; inhibition, % at 12.5 µM; Purified CSN, SCF-Nedd8-OG deneddylation; 360,000 tested, 0.38% active;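 active = pattern-corrected inhibition above about 35%, with an unprinted fluorescence ratio check between 0.5 and 1.5, limit read from the data, passing the limit was not always enough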;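 also: 0% = enzyme with substrate and 100% = substrate without enzyme; some results filed as inactive read as strong as hits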
# Target sequence (Q92905 whole entry, looked up, one chain of several): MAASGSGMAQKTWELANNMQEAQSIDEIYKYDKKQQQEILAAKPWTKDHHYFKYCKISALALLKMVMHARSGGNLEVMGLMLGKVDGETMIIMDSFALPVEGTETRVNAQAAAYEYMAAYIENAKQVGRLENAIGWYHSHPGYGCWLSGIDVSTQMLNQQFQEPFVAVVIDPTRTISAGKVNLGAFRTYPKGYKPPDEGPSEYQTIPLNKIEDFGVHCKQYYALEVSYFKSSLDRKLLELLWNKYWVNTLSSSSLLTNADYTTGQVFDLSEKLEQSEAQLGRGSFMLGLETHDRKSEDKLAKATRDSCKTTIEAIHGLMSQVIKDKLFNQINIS
#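 Assay system: purified human Csn5 enzyme expressed in HEK293T cells; measure: % inhibition; also added: SCFSkp2-Nedd8OG substrate at 10 nM final; technique: fluorescence polarization; times: reaction 90 min, room temperature; medium: Tris buffer pH 7.5, NaCl, DTT, Tween-20, trehalose, ovalbumin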
# DNMT1 block – human DNMT1 methyltransferase inhibitors, primary screen, biochemical, molecular beacon, fluorescence, HinP1I cleavage, uHTS. 360,000 tested, 0.83% active. DNA (cytosine-5)-methyltransferase 1 (Homo sapiens), P26358. inhibition (reported as % activation of signal), % at 10 µM; in the data active = inhibition above about 50%
# SUMO1-SIM PPI – modulators of SUMO1 protein-protein interactions, primary screen, biochemical, uHTS | AID 602429, 2012 | SUMO1 binding to a labelled peptide, TR-FRET, 1 h | Small ubiquitin-related modifier 1 (Homo sapiens), P63165 | inhibition, % at 20 µM | 360,000 tested, 0.33% active; in the data active = inhibition above about 37%
# Numbers without * were called inactive; i = inactive; · = not tested or not shown.
SMILES,Neddylation inh,STEP block,NadD inh,Rpn11 inh,LMPTP block,Scp1 inh,Rin1-Abl PPI inh,CSN deneddyl inh,DNMT1 block,SUMO1-SIM PPI
CCCC(=NCCc1c(C)[nH]c2ccccc12)C1=C(O)CC(c2ccccc2)CC1=O (centres undefined),i,2,2,i,6.0,-34,-3,-3,-11,-1
COc1ccc(-n2nnc3c(=O)n(CC(=O)N4CCC(C)CC4)cnc32)cc1,i,-2,-1,i,-3.1,-4,-2,-2,4,3
O=C(O)CC/C(=N\NC(=O)CNC(=O)c1cccc(Cl)c1)c1ccccc1,i,-4,0,i,-1.6,20,-3,5,3,0
c1ccc(N2CCN(c3nnnn3-c3ccccc3)CC2)cc1,i,-5,-2,i,-0.7,0,0,0,0,-2
CCOC(=O)N1CCC(NC(=O)C2CCC(Cn3c(=O)[nH]c4ccccc4c3=O)CC2)CC1 (centres undefined),i,-3,-2,i,-1.2,-12,6,3,4,-2
CCC1CCCCN1C(=S)Nc1ccc(OC(F)F)cc1 (centres undefined),i,3,0,i,1.5,8,-1,-3,1,4
O=C(NNC(=O)c1ccccc1Br)c1cnccn1,i,-3,-4,i,-0.4,-9,1,-4,8,-3
NC[C@H](O)c1ccc(O)c(O)c1,i,-1,3,i,7.8,-6,6,1,27,-2
COCCn1c(SCC(=O)N(C)c2c(N)n(Cc3ccccc3)c(=O)[nH]c2=O)nnc1-c1cccc(C)c1,i,1,-6,i,-0.4,-5,0,1,3,0
CN1C(=O)/C(=C2\SC(=S)N(CCCCCC(=O)O)C2=O)c2ccccc21,i,98*,7,i,85*,104*,-1,5,3,-1
COC(=O)C(C(=O)Nc1cccc(C)n1)C1CCCCCC1 (centres undefined),i,-2,-4,i,-0.9,-3,2,-2,0,-1
CSCC[C@H](NC(=O)c1cccc([N+](=O)[O-])c1C)c1nc2ccccc2[nH]1,i,0,0,i,-0.5,-7,-2,3,-1,-6
COc1cc(C(=O)Nc2cccc(-c3cn4cccnc4n3)c2)cc(OC)c1OC,·,-2,-1,i,3.6,1,-1,3,-5,-8
COc1ccc(CN2CCCC(C(=O)c3cccc(OC(C)C)c3)C2)cc1Cn1cccn1 (centres undefined),i,-2,-14,i,-2.4,-3,1,0,-2,1
O=C(O)C1C2CCC(O2)C1C(=O)NCc1ccc(Cl)cc1 (centres undefined),i,4,-7,i,-2.5,2,-3,-2,5,1
CCOC(=O)Cn1c(=O)c(-c2ccccc2NC)nc2ccccc21,i,0,-3,i,0.0,23,-5,-2,-3,-13
CSCCC(NC(=O)C1CCC(C)CC1)C(=O)N1CCN(c2ccccn2)CC1 (centres undefined),i,1,-2,i,0.3,-2,-3,-8,-1,1
Cc1ccc(S(=O)(=O)c2cc3c(=O)n4ccccc4nc3n(CC3CCCO3)c2=N)cc1C (centres undefined),·,1,7,i,-1.3,7,-6,1,-8,-19
CCCNC(=O)COc1ccc2c(=O)c(Oc3ccccc3F)coc2c1,i,1,-5,i,-3.0,-3,0,5,0,-2
Cc1cccc(NC(=O)CCNC(=O)c2ccc(Br)cc2)c1,i,-2,-3,i,-0.1,-7,0,0,0,2
CCC(CC)C(=O)Nc1cccc(C(=O)N2CCCCCC2)c1,i,-5,-5,i,-0.9,-5,0,0,1,1
CC1CCCN(C(=O)CCCC(=O)N2CCCC(C)C2)C1 (centres undefined),i,-1,3,i,-1.2,-8,0,1,0,1
COc1cnc(-c2ccccc2)nc1Oc1ccc(C(C)(C)C)cc1,i,0,-2,i,3.0,3,-5,-1,3,3
Cn1c(=O)cc(N)n(-c2ccccc2)c1=O,i,-1,-5,i,-1.1,-6,-5,-1,-2,4
COc1cccc(OC)c1C(=O)NCCc1ccccc1,i,-1,-4,i,-1.5,-14,-2,-2,2,-3

# Part of the list above, set out differently:
> CCC(CC)C(=O)Nc1cccc(C(=O)N2CCCCCC2)c1
  Neddylation inh = i
  STEP block = -5
  NadD inh = -5
  Rpn11 inh = i
  LMPTP block = -0.9
  Scp1 inh = -5
  Rin1-Abl PPI inh = 0
  CSN deneddyl inh = 0
  DNMT1 block = 1
  SUMO1-SIM PPI = 1
> CC1CCCN(C(=O)CCCC(=O)N2CCCC(C)C2)C1 (centres undefined)
  Neddylation inh = i
  STEP block = -1
  NadD inh = 3
  Rpn11 inh = i
  LMPTP block = -1.2
  Scp1 inh = -8
  Rin1-Abl PPI inh = 0
  CSN deneddyl inh = 1
  DNMT1 block = 0
  SUMO1-SIM PPI = 1
> COc1cnc(-c2ccccc2)nc1Oc1ccc(C(C)(C)C)cc1
  Neddylation inh = i
  STEP block = 0
  NadD inh = -2
  Rpn11 inh = i
  LMPTP block = 3.0
  Scp1 inh = 3
  Rin1-Abl PPI inh = -5
  CSN deneddyl inh = -1
  DNMT1 block = 3
  SUMO1-SIM PPI = 3
> Cn1c(=O)cc(N)n(-c2ccccc2)c1=O
  Neddylation inh = i
  STEP block = -1
  NadD inh = -5
  Rpn11 inh = i
  LMPTP block = -1.1
  Scp1 inh = -6
  Rin1-Abl PPI inh = -5
  CSN deneddyl inh = -1
  DNMT1 block = -2
  SUMO1-SIM PPI = 4

# Profiles, looked up by structure.
# `Cc1cccc(NC(=O)CCNC(=O)c2ccc(Br)cc2)c1` is entered as Neddylation inh = i; STEP block = -2; NadD inh = -3; Rpn11 inh = i; LMPTP block = -0.1; Scp1 inh = -7; Rin1-Abl PPI inh = 0; CSN deneddyl inh = 0; DNMT1 block = 0; SUMO1-SIM PPI = 2
# `CC1CCCN(C(=O)CCCC(=O)N2CCCC(C)C2)C1` (centres undefined) is entered as Neddylation inh = i; STEP block = -1; NadD inh = 3; Rpn11 inh = i; LMPTP block = -1.2; Scp1 inh = -8; Rin1-Abl PPI inh = 0; CSN deneddyl inh = 1; DNMT1 block = 0; SUMO1-SIM PPI = 1

# Continued:
SMILES,Neddylation inh,STEP block,NadD inh,Rpn11 inh,LMPTP block,Scp1 inh,Rin1-Abl PPI inh,CSN deneddyl inh,DNMT1 block,SUMO1-SIM PPI
N#CCC(=O)N/N=C/c1ccc(Cl)cc1,i,-1,-5,i,-1.1,-6,1,-4,0,-9
Cc1csc(N(C(=O)c2cccc(S(=O)(=O)N(C)C)c2)c2ccccc2)n1,i,-2,-4,i,0.3,12,6,6,1,-4
CCOC(=O)c1cc(C(C)(C)C)n(CCCN2CCOCC2)c1C,i,-1,-2,i,-4.9,-4,-3,5,-1,-1
CCNC(=O)C1CCCN(C(=O)Cc2ccc3ccccc3c2)CC1 (centres undefined),i,1,1,i,-0.8,·,7,4,4,4
COc1ccc(C(=O)NC2CCCc3c2cnn3-c2cc(F)cc(F)c2)c(OC)n1 (centres undefined),i,2,0,i,2.9,-6,2,-1,-3,2
Cc1ccc(C(=O)Nc2ccc(S(=O)(=O)NC3=NCCCCC3)cc2)c(C)c1,i,-3,-7,i,-2.0,0,2,-1,0,5
Cc1ccc(N2C(=O)c3ccccc3NC2(C(=O)O)c2ccccc2)cc1Cl (centres undefined),i,1,-3,i,-1.4,-13,1,0,-1,6
COc1ccccc1CNC(=O)c1cnc2ccccn2c1=O,i,-1,-4,i,-2.0,-10,-1,3,1,-17
CCCCN1C(=O)C(CC(=O)NCCN2CCOCC2)CC(C(=O)N2CCCCCC2)=C1C (centres undefined),i,·,-5,·,-0.9,·,·,0,·,4
O=C(c1cccc(Cl)c1)N1CCC(C(=O)N2CCN(Cc3ccccc3)CC2)CC1,i,-2,6,i,0.3,-4,2,0,0,3
CCCCCCC(=O)Nc1nc(C)c(-c2csc(Nc3cccc(OC)c3)n2)s1,i,0,18,i,1.8,4,2,9,-40,40*
Cc1ccc(NC(=O)c2cnn(-c3ccccc3)c2C)cc1,i,0,-4,i,-2.3,0,-1,3,-5,0
CN1C(=O)[C@@](O)(CC(=O)c2ccccc2)c2cc(Br)ccc21,i,·,·,·,-0.3,·,·,0,·,-5
O=C(NC1CCCCC1)C(c1ccc(F)cc1)N(Cc1ccco1)C(=O)Cn1nnc2ccccc21 (centres undefined),i,-10,-4,i,-0.6,-8,-1,1,5,7
Cc1c(NC(=O)C(C)OC(=O)COc2ccccc2)c(=O)n(-c2ccccc2)n1C (centres undefined),i,1,2,i,0.3,-7,-4,-4,3,2
Cc1csc2nc(NC(=O)c3ccccc3)sc(=O)c12,i,79*,6,i,57*,87*,-1,5,24,-7
NC(=O)c1nsc(C(=O)N(c2ccccc2)C(C(=O)NC2CCCC2)c2ccc3ncccc3c2)c1N (centres undefined),·,0,5,i,1.2,-3,4,-3,4,3
Nc1cccnc1Sc1ccc([N+](=O)[O-])cn1,i,0,-4,i,0.2,-1,-11,3,-3,-25
COc1cc(CN2CCCCC2)ccc1OCc1ccccc1,i,-2,1,i,-0.7,0,-2,-4,1,1
COc1ccc(NC(=O)C[C@H]2C(=O)N(C3CCCCC3)C[C@@H]2c2ccc(OC)cc2)cc1,i,-4,-2,i,-1.1,·,0,0,5,0
Cc1cc(=O)oc2cc(OCC(=O)OCC(=O)Nc3ccccc3C(C)C)ccc12,i,-2,0,i,-1.6,-7,0,-6,3,-1

# Source: PubChem BioAssay (several laboratories)
